Source: PubChem
mHTT CaM bind = inhibitors of human mutant huntingtin-calmodulin interaction. AlphaScreen His-mHTT/GST-CaM binding, luminescence. inhibition, % at 15 µM. 3.6% of 190,000 active. AID 1671202;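 further: 0% = both proteins with DMSO and 100% = one protein alone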
Pf apPOL block = Pf-apPOL DNA polymerase inhibition | Recombinant Pf-apPOL, molecular beacon fluorescence, 1.5 h | inhibition, % at 10 µM | 0.25% of 210,000 active
* marks the source's active call; other numbers are inactive results; / = no result given; & = joins results of further samples. No stated cut-off is given here; in the data, active means inhibition above about 50%; inactive means the rest.

SMILES | mHTT CaM bind | Pf apPOL block
Cc1ccc(NS(=O)(=O)c2ccc3[nH]c(=O)c(=O)[nH]c3c2)cc1F | 6 | -16
O=C(C(c1ccccc1)c1ccccc1)N1CCCC1 | 1 | -1
O=C(Nc1ccon1)C1CCN(S(=O)(=O)c2cccs2)CC1 | -4 | -10
C=CCNC(=O)N1CCOC(COc2cccc(C)c2)C1 (stereo not given) | -10 | -6
O=C1c2ccccc2C(=O)c2c1nc1ccccn21 | 1 | 12
CC(=O)C1=C(O)C(=O)NC1c1ccc(F)cc1 (stereo not given) | 2 | -6
COc1ccc(CNC(=O)c2cn3c(n2)CN(CC(C)C)CC3)cc1OC | 13 | -2
CC(C)CCNS(=O)(=O)c1ccc2nc(-c3ccccc3)[nH]c2c1 | 9 | -5
COc1cccc(NC(=O)c2sc3ncn(Cc4ccccc4F)c(=O)c3c2C)c1 | 13 | -15
CS(=O)(=O)N(CC(=O)Nc1ccc(F)cc1F)c1cccc(Cl)c1Cl | 1 | -2
CC(C)n1c(=O)c(NCc2ccccc2F)nc2ccncc21 | -7 | 0
CCOc1cc(CNc2ccc3c(c2)CCC3)ccc1O | 51* | 1
O=S(=O)(Cc1ccccc1)Nc1ccc(OCc2ccccc2)cc1 | -5 | -4
O=C(C#Cc1cccc([N+](=O)[O-])c1)c1ccccc1 | 4 | -10
COc1ccc(-n2nc3c(c2NC(=O)C2CCCC2)CS(=O)(=O)C3)cc1 | 4 | 4
O=C(CCc1csc(NC(=O)Nc2ccccc2)n1)Nc1nc2ccccc2s1 | -4 | 40
O=C(c1c(F)cccc1F)N(CCc1ccccc1)Cc1ccccn1 | -11 | -12
Cc1c(C(=O)Nc2ccc(S(N)(=O)=O)cc2)sc2nc(-c3ccccc3)cn12 | 1 | -2
CCOc1ccc(C(=O)N2CCN(C3=CC4=NCC(C)N4C=N3)CC2)cc1 (stereo not given) | 3 | -3
COc1cccc(NC(=O)C2CCCN(c3nnc4ccccn34)C2)c1 (stereo not given) | 5 | -3
COc1ccc(/C=C2\SC(=N)NC2=O)c(OC)c1 | 11 | 6
COc1cc2c(cc1OC)C(C(=O)NCC1CCCO1)C(c1cccnc1)N(C)C2=O (stereo not given) | -4 | -8
N#Cc1ccc(C(=O)N2CCCC(c3ccnc(Nc4cccc(F)c4)n3)C2)cc1 (stereo not given) | 6 | -4
CCCCOc1ccccc1NC(=O)CCCC | -40 | -2
COc1ccc(S(=O)(=O)N2CCCC(C(=O)N3CCN(C)CC3)C2)cc1 (stereo not given) | 2 | 0
CCOc1ccc2c(-c3cc4cccc(OCC)c4oc3=O)cc(=O)oc2c1 | 2 | 0
CCC1(CC)OC(c2ccc(NC(C)=O)cc2)Nc2ccccc21 (stereo not given) | 11 | -8
Cc1ccc(Cl)cc1N1C(=O)NC2CC1(C)Oc1ccccc12 (stereo not given) | -10 | -2
Cc1cccc(N2CCN(C(=O)c3ccccc3)C(C)C2=O)c1 (stereo not given) | -12 | -4
CCOc1ccccc1NC(=O)C1CCN(c2cc(=O)n(C)c(=O)n2C)CC1 | 46 | -2
COc1ccccc1-c1nc(Cn2ccnc2C)no1 | -9 | -4
CC1SC2(C(=O)Nc3ccccc32)N(c2cccc(Cl)c2)C1=O (stereo not given) | -4 | -2
O=C(C1CC1)N1CCCN(Cc2nc(-c3ccc(Cl)cc3)no2)CC1 | 19 | -3
O=C(Nc1ccc(N2CCCCC2=O)cc1)c1ccc([N+](=O)[O-])cc1 | -2 | -6
Cc1cccc(C(=O)Nc2ccc(O)c(-c3nc4ccccc4o3)c2)c1 | 8 | -52
CCCn1cnnc1C1CCCN(C(=O)c2cccn2C)C1 (stereo not given) | 6 | 3
CCn1cc2c3c(cccc31)CN(C(=O)c1ccc(C#N)cc1)CC2 | 1 | -7
CCOc1cc(C(=O)NCc2ccc(F)cc2)cc(OCC)c1OCC | -4 | 0
Fc1ccc(-c2csc(NCC3CCCO3)n2)cc1 (stereo not given) | / | -10
O=C1OC(=Cc2cc3c4c(c2)CCCN4CCC3)c2ccc([N+](=O)[O-])cc21 | / | 0
CC(C)OCCCNC(=O)Nc1c[nH]c2ccccc12 | -7 | 2
FC(F)(F)c1ccccc1NC(=S)N1CCCC1 | / | 8
O=C(C1COc2ccccc2O1)N1CCCC(COCc2ccccc2)C1 (stereo not given) | 6 | -7
COc1ccc(C(C)NC(=O)Cn2c(=O)nc(-c3ccccc3)c3ccccc32)cc1OC (stereo not given) | -4 | -2
CC1(C)OC(=O)C(=CNC(CO)C(=O)O)C(=O)O1 (stereo not given) | -4 | -3
CC(O)(CNC(=O)C(=O)NCc1ccccc1Cl)c1ccccc1 (stereo not given) | -15 | -4
COc1cc(OC)c(-n2cc(-c3ccc(F)cc3)[nH]c2=O)cc1Cl | 0 | -4
O=C(Nc1ccccc1)c1cc(S(=O)(=O)N2CCOCC2)c(Cl)cc1Cl | 0 | 3
O=C(NCc1cccnc1)c1cc(F)c(F)cc1Cl | 0 | -3
CC(C)NC(=O)C1CCN(c2cncnc2N2CCOCC2)CC1 | -5 | -1

Further entries:
SMILES | mHTT CaM bind | Pf apPOL block
Cc1ccc(-n2nc3c(c2NC(=O)COc2ccc(Cl)cc2Cl)CS(=O)C3)cc1 (stereo not given) | 19 | -40
Cc1ccc(C2CC(C(F)(F)F)n3nc(C(=O)Nc4cccnc4)cc3N2)cc1 (stereo not given) | 8 | -2
Cn1c(C2CCN(C(=O)Nc3cc(F)ccc3F)CC2)cc(=O)n2nccc12 | -13 | -2
ON=Cc1sccc1Oc1ccccc1 | / | -4
CC(=O)c1onc(C(N)=O)c1N | -5 | /
COC(=O)/C(C#N)=C/c1nccn1C | -4 | /
Cc1cc(C)c2c(N(C)C)nc(C(=O)N3CCCC3)nc2n1 | -13 | 0
COc1ccc(/C=C2\NC(=O)N(CC(=O)Nc3ccc(C)cc3)C2=O)cc1OC | 3 | 8
CN1CCc2c(sc(NC(=O)c3cc4ccccc4o3)c2-c2nc3ccccc3s2)C1 | -41 | 1
CCc1cccc(C)c1NC(=O)CSc1ccccc1 | 3 | -1

In the list so far, these have an aryl methoxy group.
SMILES | mHTT CaM bind | Pf apPOL block
COc1ccc(CNC(=O)c2cn3c(n2)CN(CC(C)C)CC3)cc1OC | 13 | -2
COc1cccc(NC(=O)c2sc3ncn(Cc4ccccc4F)c(=O)c3c2C)c1 | 13 | -15
COc1ccc(-n2nc3c(c2NC(=O)C2CCCC2)CS(=O)(=O)C3)cc1 | 4 | 4
COc1cccc(NC(=O)C2CCCN(c3nnc4ccccn34)C2)c1 (stereo not given) | 5 | -3
COc1ccc(/C=C2\SC(=N)NC2=O)c(OC)c1 | 11 | 6
COc1cc2c(cc1OC)C(C(=O)NCC1CCCO1)C(c1cccnc1)N(C)C2=O (stereo not given) | -4 | -8
COc1ccc(S(=O)(=O)N2CCCC(C(=O)N3CCN(C)CC3)C2)cc1 (stereo not given) | 2 | 0
COc1ccccc1-c1nc(Cn2ccnc2C)no1 | -9 | -4
COc1ccc(C(C)NC(=O)Cn2c(=O)nc(-c3ccccc3)c3ccccc32)cc1OC (stereo not given) | -4 | -2
COc1cc(OC)c(-n2cc(-c3ccc(F)cc3)[nH]c2=O)cc1Cl | 0 | -4
COc1ccc(/C=C2\NC(=O)N(CC(=O)Nc3ccc(C)cc3)C2=O)cc1OC | 3 | 8

The list continues:
SMILES | mHTT CaM bind | Pf apPOL block
CCc1ccccc1N1CCN(C(=O)c2ccc(Cl)cc2Cl)C(C)C1=O (stereo not given) | 12 | 0
CCC(=O)c1cc(F)c(N2CCN(C(=O)c3cccs3)CC2)cc1C | 1 | -8
O=C1NC(=O)N(c2ccc(F)cc2)C(=O)/C1=C/c1ccc(O)c(Br)c1 | 9 | 8
Cc1cc(Cl)cc(SCC(=O)O)c1Cl | -4 | 1
COC(=O)C(C#N)=CC=Cc1ccccc1 | / | -11
COCC(=O)N1CCC(CCOc2ccccc2F)CC1 | 2 | 0
O=C(NCC(CNCc1ccccc1)([N+](=O)[O-])[N+](=O)[O-])c1ccccc1 | -7 | -2
CCOc1ccc(-n2c(SCc3ccc(F)cc3)nc3c(c2=O)SCC3)cc1 | 0 | 0
c1ccc2[nH]c(SCSc3nc4ccccc4[nH]3)nc2c1 | 4 | -4
O=C(c1cc(-c2ccccc2)n[nH]1)N1CCc2c(nc(-c3ccc(F)cc3)[nH]c2=O)C1 | 35 | -3
CN1C(=O)Cc2ccccc2C1C(=O)NCc1ccccc1F (stereo not given) | 1 | 1
COc1ccccc1CNC(=O)CSc1nc2nc(C)cc(C)n2n1 | 7 | -11
O=C(Nc1ccc(N2CCN(Cc3ccc(F)cc3F)CC2)nc1)C1CC1 | 0 | -1
Cn1c(Cc2ccsc2)nnc1Sc1nc2ccc(Cl)cc2s1 | / | -12
Cn1c(C2CCN(C(=O)c3cccc(Br)c3)C2)nc2ccncc21 (stereo not given) | 8 | 4
Cc1ccc(F)c([C@H]2[C@@H]3C=CCC[C@@]3(C)C(=O)N2Cc2ccccc2)c1 | 42 | -6
Cc1ccc(S(=O)(=O)N2CCN(c3ccc([N+](=O)[O-])c(N4CCCC4)c3)CC2)cc1 | 24 | -16
OCC#CC(O)c1sc(Cl)c(Cl)c1Cl (stereo not given) | -4 | 3
Cn1c(=O)c2c(nc(NCCc3ccccc3)n2Cc2c(F)cccc2Cl)n(C)c1=O | 1 | -1
CSc1ccc(C2CC(c3ccc(Cl)cc3)Nc3nnnn32)cc1 (stereo not given) | 4&28 | 1&-10
CC(C)(C)c1nc(SCC(=O)c2ccc([N+](=O)[O-])cc2)n[nH]1 | / | -1
O=[N+]([O-])c1ccc(CSc2nnc(-c3ccncc3)o2)cc1 | / | -24
O=C(NCc1ccc2c(c1)OCO2)C1CCc2nc(N3CCCC3)ncc2C1 (stereo not given) | 5 | 3
COc1ccc(NC(=O)C[C@H]2C(=O)N(c3ccc(OC)cc3)C[C@@H]2CSC)cc1 | 2 | -6
COc1ccc(N(CC(=O)Nc2ccc(OC)c(OC)c2)S(C)(=O)=O)c(OC)c1 | 1 | -8
CCCNc1cc(N2CCC(CCC(=O)Nc3ccc4c(c3)OCCO4)CC2)ncn1 | 9 | -4
CCC(=O)N1CCN(c2nc3c(s2)CC(C(=O)Nc2ccc(OC)cc2)CC3)CC1 (stereo not given) | 1 | -3
CCN(CC)C(=O)C1c2cc(OC)c(OC)cc2C(=O)N2CCc3ccccc3C12 (stereo not given) | 11 | -2
O=C(NNC(=NS(=O)(=O)c1ccc(-n2nc(C(F)(F)F)cc2-c2cccs2)cc1)N1CCCC1)c1ccc(Cl)cc1 | / | -9&0
COc1ccc(OC)c(C2=NOC(C(=O)NCCCn3ccnc3)C2)c1 (stereo not given) | 32 | 4
CCn1c(C)nc2cc(Cl)ccc21 | -6 | -1
CCOc1ccc(-n2ccn3cc(-c4cccc(OC)c4)nc3c2=O)cc1 | -5 | 4
CC(Oc1ccc(Cl)cc1)C(=O)NN (stereo not given) | 2 | 3
COc1ccc(N(C(=O)c2ccccc2OC)S(=O)(=O)c2ccc(Cl)cc2)cc1 | -9 | -5
COc1cccc(CNC(=O)c2cc3cn(C4CC4)cc3s2)c1 | 57* | 16
c1ccc2c(SCc3ccc4nsnc4c3)ncnc2c1 | -9 | /
O=C(O)c1n[nH]nc1C(=O)O | 63* | /
